D2 agonist – agonists of human D2 dopamine receptor. HEK293 T-REx D2 cells, calcium flux agonist mode. actives 0.53% (n = 340,000). AID 485358. P14416. activation, % at 2 µM;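 active = activation over 3 SD above normal in the single-dose calcium agonist read, cut at about 30% in these data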; also: 0% is about no effect
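Agonism scored from kinetic calcium signal (1 read/sec, 180 s) following compound pin transfer, after a 10 s baseline. Cells: HEK293 Trex line expressing inducible D2 receptor coupled to calcium, dye-loaded after overnight culture at 30 C.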
TRHR enhancer – allosteric enhancers of human TRH receptor; TRHR cells, fluo-8 calcium fluorescence, EC20 TRH enhancement; enhancement, % at 2 µM; actives 0.66% (n = 360,000); AID 493056; in the data active = enhancement above about 30%; also: 0% is about no effect
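Enhancer read-out: after compound pinning and an initial kinetic agonist-mode read, an EC20 of TRH (10 nM final) was injected and fluo-8 calcium signal (Ex 480/Em 530) followed at 1 s/cycle for 100 cycles in TRHR-expressing cells.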
D1 antag – blocks dopamine activation of the human D1 receptor; activity change, negative = inhibition, % at 10 µM; AID 504652; actives 3.2% (n = 360,000); P21728; HEK293 TREx D1 cells, calcium flux, dopamine EC80; stronger effect = lower value; in the data active = activity change below about -30%; also: % is scaled to controls: 0 for no effect and ±100 for the full control effect
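Calcium flux readout: force-coupled, inducible Hek293 Trex D1 line, cells induced overnight at 30 C with tetracycline, dye-loaded 30–90 min at RT. Antagonism scored against EC80 dopamine challenge given 180 s after compound.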
RXFP1 antagonist – antagonists of human relaxin receptor RXFP1; HEK293-RXFP1, relaxin-stimulated cAMP HTRF, 30 min; stronger effect = lower value; actives 0.59% (n = 350,000); Q9HBX9; AID 1259400; activity change, negative = inhibition, % at 57.5 µM;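 active = activity change of -60% or lower, but not beyond a set lower limit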; also: % is scaled to controls: 0 for no effect and ±100 for the full control effect
Target sequence (Q9HBX9 whole entry, looked up): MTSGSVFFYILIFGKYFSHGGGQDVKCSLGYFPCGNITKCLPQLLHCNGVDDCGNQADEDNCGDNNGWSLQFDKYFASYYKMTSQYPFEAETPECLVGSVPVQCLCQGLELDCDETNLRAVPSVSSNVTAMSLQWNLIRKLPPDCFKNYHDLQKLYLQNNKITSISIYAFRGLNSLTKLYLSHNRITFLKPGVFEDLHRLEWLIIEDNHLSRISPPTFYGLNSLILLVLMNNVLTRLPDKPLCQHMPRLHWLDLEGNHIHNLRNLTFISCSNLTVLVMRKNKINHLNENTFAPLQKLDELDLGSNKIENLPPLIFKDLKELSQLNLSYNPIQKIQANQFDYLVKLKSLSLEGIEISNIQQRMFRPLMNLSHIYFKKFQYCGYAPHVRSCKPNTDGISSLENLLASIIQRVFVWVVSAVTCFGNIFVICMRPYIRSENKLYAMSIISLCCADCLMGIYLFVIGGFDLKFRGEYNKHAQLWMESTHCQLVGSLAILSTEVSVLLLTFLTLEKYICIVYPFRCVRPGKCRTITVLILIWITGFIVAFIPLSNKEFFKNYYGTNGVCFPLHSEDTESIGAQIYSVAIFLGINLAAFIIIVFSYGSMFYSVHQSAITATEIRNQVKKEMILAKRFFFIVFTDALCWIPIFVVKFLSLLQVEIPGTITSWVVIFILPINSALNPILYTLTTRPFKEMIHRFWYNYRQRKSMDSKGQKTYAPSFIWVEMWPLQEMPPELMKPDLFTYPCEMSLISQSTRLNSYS
D2 potentiator – positive allosteric modulators of human D2 dopamine receptor. P14416. HEK293 T-REx D2, calcium flux, EC20 dopamine potentiation. potentiation, % at 10 µM. actives 0.34% (n = 340,000). AID 485347;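 active = potentiation over 3 SD above the plate norm, cut at about 30% in these data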; also: 0% is about no effect
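Potentiation of an EC20 dopamine calcium response measured kinetically over 180 s, after a preceding 180 s compound-only read flagging agonists. Cells: inducible Hek293 Trex D2 line, 4000/well, cultured overnight at 30 C before dye loading.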
D1 agonist – human D1 receptor agonism. HEK293 T-REx D1 cells, calcium flux, agonist mode. activation, % at 2 µM. actives 1% (n = 360,000). AID 504660; also: 0% is about no effect
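Tetracycline-induced HEK293 TREx D1 cells, force-coupled to calcium signalling, were dye-loaded with a no-wash calcium kit. Compound was pin-added after a 10 s baseline. Fluorescence was read kinetically at 1 cycle/s for 180 s, with calcium rises flagged as agonism.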
D1 PAM – potentiators of human D1 dopamine receptor. HEK293 TREx D1 cells, calcium flux, dopamine EC20 potentiation. potentiation, % at 10 µM. actives 0.036% (n = 360,000). AID 504651; in the data active = potentiation above about 30%; also: 0% is about no effect
TRHR ag – TRH receptor (human) agonism; TRHR cells, calcium flux fluo-8, FDSS agonist mode; actives 0.18% (n = 360,000); activation, % at 2 µM; P34981; also: 0% is about no effect
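TRHR-expressing cells, plated overnight in medium with 10% serum, were loaded with fluo-8 calcium dye at room temperature. After a 10 s baseline, library compound was pin-added and calcium release was recorded kinetically (ex 480/em 530) as agonist response.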
D2 antagonist – D2 dopamine receptor (human) antagonism; HEK293 TREx D2 cells, calcium flux, dopamine EC80; inhibition, % at 10 µM; actives 2% (n = 340,000); in the data active = inhibition above about 30%; also: 0% is about no effect
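Cells plated overnight at 30 C with tetracycline; no-wash calcium dye, 30–90 min RT; 10 s baseline; compound pinned; 180 s read; EC80 dopamine added; another 180 s read.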
* hit, by the source's call; nt = no result given. Rule as the data show it, unless noted: active = activation above about 30%; inactive = the rest.

SMILES	D2 agonist	TRHR enhancer	D1 antag	RXFP1 antagonist	D2 potentiator	D1 agonist	D1 PAM	TRHR ag	D2 antagonist
Cc1ccc(C)c(CSc2nnc([C@@H]3CCCN3)o2)c1	-0.4	-4	-14	11	-1	2	-1	-0.5	-2
COc1cccc(/C=N/NC(=O)c2ccc(-c3ccccc3)cc2)c1O	0.6	9	-6	-19	-6	4	1	3.1	-5
Cn1c(=O)c2[nH]c(Nc3ccccc3)nc2n(C)c1=O	-1.7	-1	-10	-4	7	0	-3	-2.2	4
COC(=O)C1=C(C)NC(C)=C(C(=O)OC)C1C(=O)OCC(=O)c1ccc(F)cc1	0.1	6	22	-8	2	2	-1	-0.2	2
O=C(CCN1C(=O)/C(=C/c2ccc(F)cc2)SC1=S)Nc1cccnc1	5.4	2	3	-1	nt	3	-6	0.1	-4
COc1cccc(CNC(=O)CCC2CCCN(C(=O)c3cc4ccccc4o3)C2)c1 (stereo not drawn)	-0.6	8	10	-17	15	4	0	2.4	-15
COc1ccccc1Nc1nc(N)nc(CN2CCN(c3ccccc3F)CC2)n1	-1.3	16	-4	12	19	-3	-9	-1.5	-7
CCN(Cc1ccccc1)C(=O)CN1C(=O)NC(CC)(c2ccc(F)cc2)C1=O (stereo not drawn)	nt	31*	10	-8	-5	6	-15	0.2	nt
Cc1cc(C(=O)NCc2cccs2)n(-c2ccccc2)n1	0.1	-3	-1	nt	3	1	-4	0.4	-5
CC(Nc1cc(N2CCN(C(=O)C(C)(C)C)CC2)ccc1[N+](=O)[O-])c1ccccc1 (stereo not drawn)	-0.2	-7	9	-17	0	0	-2	0.8	6
CC(=O)c1c(C)[nH]c(C(=O)OCC(=O)Nc2ccc(C)cc2[N+](=O)[O-])c1C	-0.6	-4	-24	-6	10	13	-2	-0.1	1
CN(Cc1ccccc1Cl)C(=O)C1CCC(=O)N(C2CCCCCC2)C1 (stereo not drawn)	0.1	15	-10	-2	-6	0	-1	1.7	-5
CCC(C)N1C(=O)CN(C2CCCCCC2)C(=O)C1c1ccccc1F (stereo not drawn)	2.3	-3	-12	-2	5	1	-1	-0.5	-9
COc1ccc(S(=O)(=O)N2CCOCC2)cc1NC(=O)Cc1ccc2c(c1)OCCO2	0.0	-3	-18	-6	-8	2	-6	-0.7	-34
CC(=O)Nc1ccc2nc(SCCOc3ccc(C)cc3)sc2c1	nt	4	-12	nt	5	4	1	0.8	nt
COC(=O)c1cc(NS(=O)(=O)c2ccc(F)cc2)ccc1N1CCOCC1	-0.8	-1	-8	-1	0	2	-5	0.2	2
O=C(c1ccc2oc(CCCc3ccccc3)nc2c1)N1CCCC1	-0.6	-4	2	-8	6	1	-5	1.9	19
Cc1ccc2c(c1)c1ccc3c(c1n2C)C(=O)C=CC3=O	2.6	0	-15	-32	-4	-1	-13	0.0	15
O=C(Nc1nnc(-c2ccccc2)o1)c1cc(Cl)sc1Cl	-0.1	-3	-9	8	17	13	-1	-0.2	-2
Cc1ccc(F)cc1NS(=O)(=O)c1ccc(Cl)s1	0.3	-3	0	8	3	8	-1	-0.1	3
COc1ccc(NC(=O)CCCc2ccccc2)cc1OC	-0.2	1	7	11	-1	1	-2	0.1	-4
C=C(C)CSc1cc(C)c(C#N)c2nc3ccccc3n12	-0.6	17	-6	2	-3	5	0	-0.3	0
S=c1[nH]nc([C@@H]2C[C@H]2c2ccccc2)n1-c1ccccc1Cl	-0.3	-1	-5	-17	-6	0	0	0.0	-3
O=C1CC(c2ccco2)CC(O)=C1C=NCCN1CCN(C(=O)Nc2ccc(Cl)cc2)CC1 (stereo not drawn)	0.1	-7	-1	9	2	1	1	-0.5	-2
COc1cc(/C=N/O)ccc1Oc1cnccn1	0.4	3	4	-8	3	2	3	0.5	-12

Next part:
SMILES	D2 agonist	TRHR enhancer	D1 antag	RXFP1 antagonist	D2 potentiator	D1 agonist	D1 PAM	TRHR ag	D2 antagonist
COc1ccc(S(=O)(=O)Cc2ccc(C(=O)NCc3cccnc3)o2)cc1	0.7	4	-5	-20	-4	2	-3	-0.2	0
CCOC(=O)CSc1c(-c2ccc(Cl)cc2)[nH]c2ccccc12	4.4	0	-13	-9	10	3	0	2.8	-11
CCOC(=O)N1CCN(C(=O)C2CCCN(S(=O)(=O)c3ccc(C)cc3)C2)CC1 (stereo not drawn)	0.2	-5	-20	14	-19	6	-9	0.3	-1
COC(=O)c1ccc(COC(=O)c2ccccn2)cc1	-0.1	-1	-15	1	-10	0	1	-0.1	-3
O=C(CSc1nnc(CNC(=O)c2ccco2)o1)Nc1ccccc1F	0.7	1	14	-6	-2	5	8	0.2	-2
CCSc1ccccc1C(=O)n1nnc2ccccc21	0.3	-8	-10	10	-1	2	-2	0.6	17
CCCn1nc(NC(=O)COC)c2cc3cc(C)ccc3nc21	-0.5	-2	-3	7	7	0	11	-1.0	3
Cc1ccc(/C=C/c2ccc(N(C)C)cc2)[n+](C)c1	2.7	4	3	-19	8	10	-7	19	-10
Cc1cc(/C=N/O)c(C)n1-c1cccc(Cl)c1	0.0	-9	-3	1	4	1	-5	-1.0	-26
NS(=O)(=O)c1cccc(NC(=O)CSc2nc3ccccc3c(=O)n2CC2CCCO2)c1 (stereo not drawn)	1.3	-6	17	-13	5	9	-3	-0.1	16
COCCCNC(=O)CSc1nc2cc3c(cc2c(=O)n1CCCCCC(=O)NCc1ccc2c(c1)OCO2)OCO3	0.3	2	2	-3	0	2	1	-0.7	nt
COc1ccc(/C=N/NC(=S)Nc2cccc(C(=O)O)c2)cc1OC	0.2	-9	-8	0	-3	1	2	0.7	-6
CC(=O)Nc1cccc(-n2nnc(SCC(=O)Nc3ccc(F)c(Cl)c3)n2)c1	0.3	-10	-18	3	-6	2	-2	0.1	1
CCC(=O)NNc1ccc(Br)cc1	0.4	-3	22	-4	-7	3	-10	-1.7	7
O=C(c1cccc(Cl)c1)N1CCCC(C(=O)N2CCN(c3ccccc3)CC2)C1 (stereo not drawn)	nt	-5	-2	4	9	5	2	-0.3	nt
CCc1ccc(-n2nc(C)c3c(C(=O)Nc4cc(C)ccc4C)cc(C)nc32)cc1	-0.1	-4	-2	-4	5	2	-7	0.3	nt
CN(CCOc1ccccc1)CC(=O)Nc1cccc(C#N)c1	-0.8	2	-11	-6	-15	3	7	-0.5	-8
C=CCn1c(SCC(=O)N2N=C(c3ccco3)CC2c2ccco2)nnc1-c1ccncc1 (stereo not drawn)	nt	19	11	5	nt	0	0	0.1	nt
COc1ccccc1N1CCN(C(=O)Cn2c(=O)n3nc(-c4ccc(C)cc4)nc3c3ccccc32)CC1	0.8	1	nt	6	0	0	-2	0.4	nt
Cc1c(-c2ccccc2)nc(N)c(C#N)c1-c1ccco1	-0.2	-4	-12	-6	4	1	-8	-0.5	-16
COc1ccccc1OC(=O)c1ccc(S(=O)(=O)N(C)C)cc1	-0.5	4	-11	-3	-13	6	-5	0.2	-4
N#C/C(=C(/O)COC(=O)c1ccc(C#N)cc1)c1nc2ccccc2s1	2.7	0	1	-20	18	9	-5	1.8	-9
CCOc1ccc(NS(=O)(=O)c2cc(OC)ccc2OC)cc1	0.1	3	8	4	-9	8	-8	-0.2	24
CN(CC(=O)Nc1ccccc1Br)CC(=O)NC(c1ccccc1)c1ccccc1	-1.0	-8	2	-1	5	5	4	0.3	-8
O=C(O)C1Nc2ccc(Br)cc2C2C=CCC12 (stereo not drawn)	0.1	2	0	2	5	3	-1	0.2	-8
COc1ccc([N+](=O)[O-])cc1NC(=O)CSCc1ccccc1C	1.0	1	-28	4	-13	10	-7	0.6	-1
O=S(=O)(Cc1ccccc1)N1CCNCC1	0.2	-3	1	-4	10	3	2	0.1	-18

13 entries from above, as comma-separated lines.
molecule,D2 agonist,TRHR enhancer,D1 antag,RXFP1 antagonist,D2 potentiator,D1 agonist,D1 PAM,TRHR ag,D2 antagonist
O=C(c1cccc(Cl)c1)N1CCCC(C(=O)N2CCN(c3ccccc3)CC2)C1 (stereo not drawn),nt,-5,-2,4,9,5,2,-0.3,nt
CCc1ccc(-n2nc(C)c3c(C(=O)Nc4cc(C)ccc4C)cc(C)nc32)cc1,-0.1,-4,-2,-4,5,2,-7,0.3,nt
CN(CCOc1ccccc1)CC(=O)Nc1cccc(C#N)c1,-0.8,2,-11,-6,-15,3,7,-0.5,-8
C=CCn1c(SCC(=O)N2N=C(c3ccco3)CC2c2ccco2)nnc1-c1ccncc1 (stereo not drawn),nt,19,11,5,nt,0,0,0.1,nt
COc1ccccc1N1CCN(C(=O)Cn2c(=O)n3nc(-c4ccc(C)cc4)nc3c3ccccc32)CC1,0.8,1,nt,6,0,0,-2,0.4,nt
Cc1c(-c2ccccc2)nc(N)c(C#N)c1-c1ccco1,-0.2,-4,-12,-6,4,1,-8,-0.5,-16
COc1ccccc1OC(=O)c1ccc(S(=O)(=O)N(C)C)cc1,-0.5,4,-11,-3,-13,6,-5,0.2,-4
N#C/C(=C(/O)COC(=O)c1ccc(C#N)cc1)c1nc2ccccc2s1,2.7,0,1,-20,18,9,-5,1.8,-9
CCOc1ccc(NS(=O)(=O)c2cc(OC)ccc2OC)cc1,0.1,3,8,4,-9,8,-8,-0.2,24
CN(CC(=O)Nc1ccccc1Br)CC(=O)NC(c1ccccc1)c1ccccc1,-1.0,-8,2,-1,5,5,4,0.3,-8
O=C(O)C1Nc2ccc(Br)cc2C2C=CCC12 (stereo not drawn),0.1,2,0,2,5,3,-1,0.2,-8
COc1ccc([N+](=O)[O-])cc1NC(=O)CSCc1ccccc1C,1.0,1,-28,4,-13,10,-7,0.6,-1
O=S(=O)(Cc1ccccc1)N1CCNCC1,0.2,-3,1,-4,10,3,2,0.1,-18

Another view of two compounds above:
The line under a structure holds: D2 agonist | TRHR enhancer | D1 antag | RXFP1 antagonist | D2 potentiator | D1 agonist | D1 PAM | TRHR ag | D2 antagonist
Cc1cc(/C=N/O)c(C)n1-c1cccc(Cl)c1
 : 0.0 | -9 | -3 | 1 | 4 | 1 | -5 | -1.0 | -26
NS(=O)(=O)c1cccc(NC(=O)CSc2nc3ccccc3c(=O)n2CC2CCCO2)c1 (stereo not drawn)
 : 1.3 | -6 | 17 | -13 | 5 | 9 | -3 | -0.1 | 16
